# Source: PubChem BioAssay
# Cardiac RTF inh – cardiac RTF calcium desensitization. 0.12% of 340,000 active. P19429+P45379. inhibition, % at 7.15 µM. IANBD-labeled cardiac RTF, Ca2+ fluorescence. AID 493244;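 active = inhibition above the mean inhibition of all tested compounds plus 3 SD, cut at about 17% in these data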;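 also: assay run at fixed EC70 calcium of 1.6 mM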
# PKA-R2B activ – activators of human PKA-R2B complex | P22694+P31323 | PKA-R2B holoenzyme dissociation, Cy5-IP20 fluorescence polarization; R2B truncated from residue 108, S112A mutant; 0% DMSO only, 100% 113 µM cGMP | activation, % at 11.4 µM | 0.079% of 340,000 active | AID 504700;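 active = activation above a cutoff set at the mean over all compounds plus 3 SD, cut at about 18% in these data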;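 also: higher means more holoenzyme dissociation and a rise in polarization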
# Target sequence (P31323 whole entry, looked up, other chains not shown, the tested form may be a part): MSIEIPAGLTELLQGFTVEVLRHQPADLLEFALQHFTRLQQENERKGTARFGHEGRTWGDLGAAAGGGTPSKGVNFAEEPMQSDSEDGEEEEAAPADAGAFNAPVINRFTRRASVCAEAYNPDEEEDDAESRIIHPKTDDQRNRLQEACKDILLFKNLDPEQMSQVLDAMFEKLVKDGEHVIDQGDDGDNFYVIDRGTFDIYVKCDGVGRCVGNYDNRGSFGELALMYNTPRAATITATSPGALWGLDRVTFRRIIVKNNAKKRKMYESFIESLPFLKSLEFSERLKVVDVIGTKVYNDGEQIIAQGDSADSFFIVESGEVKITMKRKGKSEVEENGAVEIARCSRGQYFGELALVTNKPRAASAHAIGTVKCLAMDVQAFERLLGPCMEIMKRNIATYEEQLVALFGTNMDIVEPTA
# PvdQ acylase – blocks Pseudomonas aeruginosa PvdQ acylase activity; purified PvdQ acylase, fluorescence plate reader; inhibition, % at 10 µM; 0.063% of 340,000 active; in the data active = inhibition above about 30%, passing the limit was not always enough; inconclusive = no clear call, values can overlap the other calls;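 also: 0% = vehicle neutral wells and 100% = reference inhibitor wells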
# Keap1-Nrf2 PPI – Keap1-Nrf2 (human) interaction inhibition; Q14145; inhibition, % at 9.4 µM; AID 504523; Keap1 Kelch-Nrf2 peptide fluorescence polarization, 1536-well; 0.15% of 340,000 active; in the data active = inhibition above about 12%; inconclusive = no clear call, values can overlap the other calls; inactive = below about 7.3%;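 also: human Keap1 Kelch domain with fluorescein labeled Nrf2 9mer peptide probe; 0% = neutral control wells and 100% = peptide positive control; higher means more block of Keap1 binding to Nrf2 peptide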
# DAGLB inh – blocks human DAGLB lipase activity; 0.059% of 340,000 active; inhibition, % at 5.17 µM; HEK293T DAGLB membrane lysate, EnzChek fluorogenic substrate; in the data active = inhibition above about 34%;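 also: 0% = enzyme with vehicle and 100% = wells lacking enzyme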
# Target sequence (Q8NCG7 whole entry, looked up): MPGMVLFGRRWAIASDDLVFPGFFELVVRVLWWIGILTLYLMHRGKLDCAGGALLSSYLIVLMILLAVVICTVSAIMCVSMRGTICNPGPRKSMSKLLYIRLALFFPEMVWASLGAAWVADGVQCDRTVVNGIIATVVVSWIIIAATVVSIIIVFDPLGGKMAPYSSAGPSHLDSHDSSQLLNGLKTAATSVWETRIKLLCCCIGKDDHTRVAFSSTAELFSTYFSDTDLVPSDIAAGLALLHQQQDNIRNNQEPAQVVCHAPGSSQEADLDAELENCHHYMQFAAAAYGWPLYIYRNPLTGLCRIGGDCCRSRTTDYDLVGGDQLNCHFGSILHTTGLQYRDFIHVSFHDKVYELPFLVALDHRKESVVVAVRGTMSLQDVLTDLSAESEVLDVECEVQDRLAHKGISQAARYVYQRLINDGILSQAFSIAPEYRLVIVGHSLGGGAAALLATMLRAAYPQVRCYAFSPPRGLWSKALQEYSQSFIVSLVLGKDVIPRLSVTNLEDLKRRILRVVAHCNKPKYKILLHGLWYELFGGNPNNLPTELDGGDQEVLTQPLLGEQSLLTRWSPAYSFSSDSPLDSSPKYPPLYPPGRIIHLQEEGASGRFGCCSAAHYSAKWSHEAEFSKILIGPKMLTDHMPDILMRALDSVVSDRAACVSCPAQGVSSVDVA
# LANA DNA inh – KSHV C-LANA DNA binding inhibition. 0.078% of 340,000 active. MBP-C-LANA/FAM-LBS DNA binding, fluorescence polarization. inhibition, % at 9 µM. AID 504423;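 active = highest replicate inhibition at or above 60% at 9 µM, even if other replicates fall short; inactive = all replicates below 60% inhibition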;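 also: 0% = neutral control wells and 100% = 4 µM acridine orange control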
# Arrestin-AP2 inh – human beta-arrestin and AP2 interaction inhibition. FITC-arrestin peptide / GST-AP2 beads, flow cytometry; AP2 beta2 appendage carries R879A mutation. inhibition, % at 10 µM. 0.31% of 340,000 active;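 active = inhibition above a set limit, near 3 SD of compounds lacking own fluorescence, cut at about 54% in these data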;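 also: plate controls were DMSO wells for no effect and 5 µM unlabelled arrestin peptide for full effect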
#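 Material – GST-tagged AP2 beta2-adaptin appendage (R879A) on 4 µm glutathione beads · Probe or stimulus – fluorescein-tagged arrestin peptide at 50 nM final · Timing – 12 min plus 1 h, RT · Detection – bead flow cytometry, FITC channel · Read-out basis – inhibition as reduced fluorescein signal on beads, percent · Medium – PBS plus Tween 20 (0.05%) and BSA (0.1%)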
# NSD2 inh – inhibitors of human histone methyltransferase NSD2; O96028; NSD2 peptide methylation, AlphaScreen, 120 min; inhibition, % at 12.5 µM; 0.54% of 310,000 active; AID 743445; in the data active = inhibition above about 50%
# SR-BI DiI-HDL act – activators of SR-BI mediated HDL lipid uptake; CHO ldlA[mSR-BI] cells, DiI-HDL uptake fluorescence, 3 h; 100 = double the neutral-control signal; activation, % at 12.5 µM; 0.096% of 320,000 active; AID 504775;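 active = mean replicate activation of at least 60% and every replicate at or above 60%; inconclusive = mean or all-replicate condition met, but not both; inactive = mean below 60% and not all replicates reaching 60%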;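 also: 0% = median plate neutral-control signal and 100% = twice that signal; values of inactives mirror those of a sister screen read the other way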
#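 System: LDL receptor-deficient CHO ldlA cells overexpressing murine SR-BI | Timing: 3 h uptake period with compound, 37 °C | Medium: HEPES-buffered (25 mM, pH 7.4) F12 plus 0.5% BSA | Dosing: Single-point compound dose | Signal: Bottom-read fluorescence, 550/595 nm | Read-out: Retained DiI signal reflecting DiI-HDL uptake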
# SR-BI DiI inh – inhibitors of mouse SR-BI mediated HDL lipid uptake; Q61009; ldlA[mSR-BI] CHO cells, DiI-HDL uptake fluorescence, 3 h; inhibition, % at 12.5 µM; 0.96% of 320,000 active; AID 488896;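 active = mean replicate inhibition of at least 70% and a set share of replicates each scoring 70 or more; inconclusive = meets just one of the two criteria; inactive = fails both criteria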;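 also: 0% = median of neutral control wells and 100% = median of positive control wells; values of inactives mirror those of a sister screen read the other way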
# Numbers without * were called inactive; u = inconclusive; x = not tested or not shown.
smiles	Cardiac RTF inh	PKA-R2B activ	PvdQ acylase	Keap1-Nrf2 PPI	DAGLB inh	LANA DNA inh	Arrestin-AP2 inh	NSD2 inh	SR-BI DiI-HDL act	SR-BI DiI inh
CC1(c2ccc(Cl)cc2Cl)OCC(Cn2ccnc2)O1 (centres undefined)	-4	-5	3	1	-1	0.9	34	x	12	-12
CN(C)c1ccc(NC(=O)/C=C/c2c(Cl)cccc2Cl)cc1	-3	-4	-4	-6	7	0.8	0	15	-71	u
COC(=O)CSC(=S)N1C(C)CCCC1C (centres undefined)	-11	6	-6	-1	-4	0.9	9	-3	28	-28
CC(=O)Nc1ccc(NS(=O)(=O)c2ccc(C)cc2)cc1[N+](=O)[O-]	x	x	1	-1	x	1.6	29	4	3	-3
Nc1nnc(-c2cccc([N+](=O)[O-])c2)s1	x	x	-13	-2	x	-0.3	14	3	12	-12
CCN(CC(=O)Nc1c(F)cccc1F)C(=O)CN1C(=O)c2ccccc2C1=O	5	-15	-7	1	0	-2.2	-1	-1	17	-17
c1ccc(CN(Cc2ccccc2)c2c3c(nc4ncnn24)CCC3)cc1	3	5	-18	-3	1	-0.5	4	1	-20	20
COc1ccc(O)c(/C=N/NC(=O)c2cc(=O)[nH]c3ccccc23)c1	-8	2	-13	5	3	0.0	-14	-15	x	x
Cc1ccc2c(c1)c(CC(=O)Nc1ccc(C)c(F)c1)c(C(=O)O)n2C	-4	-4	-4	-4	11	0.3	9	4	3	-3
CC(=O)N1CCN(C2=NC(=O)/C(=C/c3ccc(OS(=O)(=O)c4ccccc4)cc3)S2)CC1	7	3	3	3	1	2.4	-5	0	-32	32
CCOC(=O)c1c(NC(=O)C2CCCCC2C(=O)O)sc2c1CCCCC2 (centres undefined)	1	13	2	1	7	0.1	15	x	16	-16
Cc1cc(C)cc(NC(=O)c2ccc(CNc3c(N4CCOCC4)c(=O)c3=O)cc2)c1	-5	-9	-8	1	0	-0.6	0	x	-25	25
CC1CCCCC12NC(=O)N(CC(=O)NC(=O)Nc1ccc3c(c1)OCCO3)C2=O (centres undefined)	-1	1	1	-1	1	0.1	3	2	28	-28
NC(=O)c1ccc(NC(=O)COC(=O)c2cc3ccccc3cc2O)cc1	1	6	2	2	-1	-0.5	8	6	-10	10
COC(=O)C1(Cc2ccc(O)c(CC3OC3(C)C)c2)OC(=O)C(O)=C1c1ccc(O)cc1 (centres undefined)	1	-17	-16	-7	-1	0.5	-1	x	2	-2
COCc1cc(=O)n2[nH]c(C)cc2n1	3	-6	-12	1	-5	-1.5	1	0	0	0
O=C(CSc1nnnn1-c1ccc(O)cc1)c1ccc(F)cc1	x	x	-1	0	x	1.0	2	-2	12	-12
CN(C)S(=O)(=O)c1ccc(Cl)c(NC(=O)COC(=O)/C=C/c2ccc(S(=O)(=O)N3CCOCC3)cc2)c1	-8	4	-12	-6	2	1.1	19	-4	-17	17
Cc1ccncc1CNC(=O)c1ccccc1	-3	-7	-4	1	2	-1.9	1	-6	16	-16
O=C(N/N=C/c1ccc([N+](=O)[O-])o1)C(=O)Nc1ccc(C(=O)O)cc1	2	2	2	3	1	2.8	9	0	18	-18
CCOC(=O)c1nnn(CC(=O)NC(=O)Nc2cccc(CC)c2)c1C(=O)OCC	-12	-3	-9	5	-6	1.1	-9	-1	x	x
CC(C)NC(=O)c1ccc(Cl)cc1Cl	-9	2	-13	2	0	0.6	7	2	-9	9
CCOc1ccc(-n2c(=O)c3c4c(sc3n(CC(=O)NCC3CCCO3)c2=O)CCC4)cc1 (centres undefined)	2	-8	-5	6	-2	0.9	-5	-3	x	x
O=C(NCC1CCN(Cc2ccccc2Cl)CC1)Nc1ccccc1F	-7	5	-17	-4	-4	-3.2	3	-3	-24	24
CC(C)(C)NC(=O)COc1ccc(CNn2nnnc2N)cc1	6	6	0	3	-1	1.0	16	1	39	-39
O=c1[nH]c(-c2ccccc2)c(-c2ccccc2)o1	0	-8	-6	-3	1	3.4	0	1	-17	17
CCc1ccccc1N(CC(=O)N1CCc2ccccc2C1)S(C)(=O)=O	4	9	-5	0	1	2.0	6	1	-17	17
NC(=O)c1c(NC(=O)c2ccncc2)sc2c1CCCC2	0	-3	8	2	2	-0.1	31	2	-21	21
Cc1ccccc1NC(=O)C1c2ccccc2Oc2ccccc21	1	2	-8	-4	-2	-0.6	6	-2	6	-6
Oc1ccc(C23CCCC2C2(CCCC2)c2ccc(O)cc2O3)c(O)c1 (centres undefined)	5	7	-17	0	0	-0.1	-5	5	6	-6
CCN(CC(=O)NCc1cccs1)C(=O)c1cccc(S(=O)(=O)Nc2ccc(F)cc2)c1	-1	4	-11	4	-1	1.6	3	-2	-39	39
O=C(O)C1C2CCCCC2=C2CCCCC2C1C(=O)O (centres undefined)	-5	-1	-11	-8	1	0.8	-9	0	23	-23
Cc1ccc(NC(=S)Nc2cccnc2)c(S(=O)(=O)N2CCCCC2)c1	-3	-10	-6	0	-1	0.7	9	x	-28	28
COc1ccc2[nH]c3c(c2c1)CCN1C(=O)C(CC(=O)NCCCN(C)C)C[C@H](C(=O)N(C(C)C)C(C)C)[C@@]31C (some centres undefined)	-5	-3	-11	1	-1	0.9	-4	x	1	-1
COC(=O)CCC(=O)Nc1cc(S(=O)(=O)Nc2ccc(Cl)cc2)ccc1N1CCOCC1	-2	9	-11	-4	-1	-1.8	4	-1	6	-6
CCCCCn1c(=O)[nH]c2cc(C(=O)NCCCN(CC)CC)ccc2c1=O	9	0	7	-3	-2	0.4	17	14	9	-9
CC[n+]1c(/C=C(\C)Nc2ccccc2)sc2ccccc21	1	5	0	-5	1	1.8	16	-3	-13	13
CC(C)C[C@@H](CN)NC(=O)c1nc[nH]c1C(=O)N[C@@H](C)C(=O)CNC[C@H](C)NC(=O)c1nc[nH]c1C(=O)N[C@@H](C)C(=O)O	-7	-11	-15	-3	0	1.7	8	x	31	-31
O=C(Cc1c(F)cccc1Cl)Nc1ccc(S(=O)(=O)NCC2CCCO2)cc1 (centres undefined)	-4	-4	-8	-3	-1	-1.1	4	0	3	-3
COC(=O)[C@]1(C)N[C@H](CN(C)C(=O)c2ccc(F)cc2)[C@@H]2C(=O)N(C)C(=O)[C@@H]21	-1	11	10	3	0	-1.1	11	x	11	-11
CCOc1ccccc1/C=N/Nc1cc(C)nc2ccc(C)cc12	-2	-3	-13	-1	-4	-2.1	9	3	-29	29
Cc1ccc(S(=O)(=O)Cc2ccc(C(=O)NC3CCCCCC3)o2)cc1	1	-1	-7	-2	-3	0.1	-7	-5	11	-11
O=C(COC(=O)c1cc(-c2cccs2)nc2ccccc12)NCc1ccco1	2	-2	-14	-8	-3	-1.6	7	1	-1	1
O=C(Nc1ccc(Cl)c(-c2nc3ccccc3[nH]2)c1)c1cccnc1	-1	-6	-1	-1	2	0.5	6	2	-22	22
COc1ccc(S(=O)(=O)N2CCCC(C(=O)Nc3cccc(C(C)=O)c3)C2)cc1 (centres undefined)	4	5	4	0	-1	-0.8	25	0	-9	9
CC(C)(C)NC(=O)C1CCN(C(=O)c2ccco2)CC1	-6	-2	-11	-3	-1	0.8	-1	39	4	-4
COc1cc(OC)cc(N(C(=O)CNC(=O)c2cccs2)C(C(=O)NCC2CCCO2)c2ccc(OC)c(OC)c2)c1 (centres undefined)	-3	-2	5	2	0	0.2	-4	1	-12	12
CCOC(=O)C1CCN(C(=O)Nc2cccc(OC)c2)CC1	1	-6	10	-7	0	-1.9	12	-2	19	-19
Cn1c(S(=O)(=O)c2ccc([N+](=O)[O-])cc2)nc(Br)c1Br	0	-5	2	-4	0	0.9	8	-2	19	-19
COc1ccc(CC(=O)N(C)CC(=O)Nc2ccccc2C(F)(F)F)cc1S(=O)(=O)N1CCOCC1	-3	-4	-9	-2	-1	-0.6	7	0	13	-13

# The list goes on.
smiles	Cardiac RTF inh	PKA-R2B activ	PvdQ acylase	Keap1-Nrf2 PPI	DAGLB inh	LANA DNA inh	Arrestin-AP2 inh	NSD2 inh	SR-BI DiI-HDL act	SR-BI DiI inh
Cc1ccc2nc(NCC(=O)NN)nc(-c3ccccc3)c2c1	0	6	-2	0	-2	-1.3	43	-6	-24	24
COc1cccc2sc3cc(NCCCN4CCOCC4)ccc3c(=O)c12	10	-1	-5	0	2	-3.2	-2	x	13	-13
COc1ccccc1-c1cc(C(=O)N2CCN(c3ccc(F)cc3)CC2)no1	0	-1	-7	-1	-7	0.4	-1	-8	11	-11
CCOc1ccc(C(c2c(NC(=O)c3ccccc3)sc(C)c2C)N2CCN(C)CC2)cc1 (centres undefined)	2	-1	-2	2	-3	-0.9	7	16	7	-7
Cc1ccc(S(=O)(=O)CC(=O)N2CCN(c3ccc([N+](=O)[O-])cc3)CC2)cc1	-2	5	-2	4	1	3.2	4	-1	-19	19
O=C(CCC(=O)N(c1ccc(F)cc1)C(C(=O)NC1CCCC1)c1ccncc1)Nc1cccnc1 (centres undefined)	-4	7	-9	-1	3	-0.5	20	0	16	-16
O=C(COc1ccccc1)NN1C(=O)CSC1=S	-9	5	-17	-10	-1	-1.6	-13	0	18	-18
Clc1ccc(CSc2nnc(CNc3cccc(Cl)c3)o2)cc1	3	-9	1	1	-7	-1.1	-6	-1	3	-3
CCCNC(=O)C1(O)c2cc(Br)ccc2NC(=O)N1c1ccc(Cl)cc1 (centres undefined)	-4	-3	-7	-1	1	-0.1	5	6	5	-5
Oc1cccc2ccc[n+](CC(O)Cn3c4ccccc4c4ccccc43)c12 (centres undefined)	19*	2	-14	3	7	1.9	-15	3	22	-22
O=C(Oc1ccc(Cl)c2cccnc12)N1CCCCC1	-8	-3	-11	2	1	0.7	0	-1	-6	6
CCOC(=O)c1c(C)[nH]c(C)c1S(=O)(=O)N(C)CC(=O)Nc1ccccc1C	-8	-13	-1	4	-2	0.9	15	2	5	-5
FC(F)Oc1ccc(N=C2SCC3CCCCN23)cc1 (centres undefined)	-19	-10	-14	-3	-6	-0.6	2	-9	x	x
CCN(c1ccccc1)S(=O)(=O)c1cc2c3c(c1)CCN3C(=O)CC2	9	-1	0	-3	-2	-0.7	18	2	-19	19
Cc1ccc(O)c(-c2cc(C(F)(F)C(F)F)[nH]n2)c1	-19	-11	9	2	4	2.1	2	-1	-20	20
